PI5P4K alpha inh: inhibitors of human PI5P4K alpha; P48426; PI5P4Kalpha enzyme, ADP-Glo luminescence, 60 min; hits give low values; max response, %; 1.2% of 330,000 active; active = max response of -50% or lower; inconclusive = between -30% and -50%; inactive = -30% or higher; note: value at the top dose of about 77 µM; % is set by controls: 0 for no effect and ±100 for the full control effect
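ADP-Glo luminescence end-point read after a 60 min room-temperature kinase reaction of PI5P4Kalpha plus substrate, initiated with ATP at 5 microM final. Buffer: 0.038 M HEPES pH 7.4, EGTA, 0.1% CHAPS, 5% DMSO.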
PLK1 PBD block: blocks phosphopeptide binding to human PLK1 polo-box domain; 2.8% of 360,000 active; Potency, µM, for inactives: max response, negative = inhibition, hits mostly inhibitors; Plk1 PBD binding of FITC phosphopeptide, fluorescence polarization; P53350; note: potency is the fitted concentration of half-maximal effect; series mostly up to about 57 µM; % is set by controls: 0 for no effect and ±100 for the full control effect; nearly all actives have a fitted effect of over 65% in size
EPAC1 ag: activates human EPAC1 exchange factor; EPAC1 agonist qHTS, biochemical assay; response scale: 100% = response to 6.5 mM cAMP; AID 720707; Potency, µM (highest dose often 154 µM), for inactives: at the top dose activation, hits mostly activators; 0.073% of 360,000 active; O95398; note: potency is the fitted concentration of half-maximal effect; nearly all actives have a fitted effect of over 60% in size
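Nucleotide exchange assay: 100 nM EPAC1 with 250 nM Rap1B loaded with BODIPY-GDP and 50 uM GDP, room temperature. Fluorescence (480/540 nm) read every 5 min for 30 min; signal change normalized to 6.5 mM cAMP as full agonist.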
EPAC2 antagonist: antagonists of human EPAC2. Q8WZA2. EPAC2 GEF exchange of Rap1B-BODIPY-GDP, fluorescence. Potency, µM (series often up to 114 µM), inactives show at the top dose activity, negative = inhibition, actives largely listed as inhibitors. 0.18% of 360,000 active. AID 720708; note: potency is the fitted concentration of half-maximal effect; % is set by controls: 0 for no effect and ±100 for the full control effect; nearly all actives have a fitted effect of over 45% in size; many of its hits are not listed in these tables
Target sequence (Q8WZA2 whole entry, looked up): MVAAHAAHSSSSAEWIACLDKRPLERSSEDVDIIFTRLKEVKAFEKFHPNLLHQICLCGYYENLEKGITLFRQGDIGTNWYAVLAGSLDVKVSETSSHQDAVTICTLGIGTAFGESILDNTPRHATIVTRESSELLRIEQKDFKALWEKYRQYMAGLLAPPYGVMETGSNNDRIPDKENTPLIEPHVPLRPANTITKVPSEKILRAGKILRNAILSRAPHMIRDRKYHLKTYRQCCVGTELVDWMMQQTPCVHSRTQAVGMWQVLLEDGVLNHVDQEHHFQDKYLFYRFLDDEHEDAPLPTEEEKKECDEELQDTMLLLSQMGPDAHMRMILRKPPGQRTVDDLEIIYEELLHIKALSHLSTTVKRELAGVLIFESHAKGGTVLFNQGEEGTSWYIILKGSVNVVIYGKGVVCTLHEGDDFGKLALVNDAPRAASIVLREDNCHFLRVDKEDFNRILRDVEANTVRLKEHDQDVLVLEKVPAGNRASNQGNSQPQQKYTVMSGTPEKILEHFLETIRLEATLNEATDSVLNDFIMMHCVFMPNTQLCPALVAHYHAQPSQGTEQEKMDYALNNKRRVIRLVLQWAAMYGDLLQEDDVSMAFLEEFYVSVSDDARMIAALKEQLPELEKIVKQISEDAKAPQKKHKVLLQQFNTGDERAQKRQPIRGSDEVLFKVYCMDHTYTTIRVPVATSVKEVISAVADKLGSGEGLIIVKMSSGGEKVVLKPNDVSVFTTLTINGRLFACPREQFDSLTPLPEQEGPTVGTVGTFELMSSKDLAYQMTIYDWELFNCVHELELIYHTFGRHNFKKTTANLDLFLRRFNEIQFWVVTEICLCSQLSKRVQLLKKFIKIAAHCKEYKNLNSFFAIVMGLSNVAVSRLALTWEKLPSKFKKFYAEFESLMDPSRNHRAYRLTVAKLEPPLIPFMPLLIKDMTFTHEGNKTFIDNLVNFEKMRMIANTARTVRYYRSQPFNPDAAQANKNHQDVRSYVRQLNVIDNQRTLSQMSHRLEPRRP
EPAC1 antagonist: blocks human EPAC1 exchange factor. EPAC1 GEF assay, Rap1b-BODIPY-GDP exchange fluorescence. O95398. AID 720709. Potency, µM (titrated, usually from 115 µM), for inactives: at the top dose activity change, negative = inhibition, most hits filed as inhibitors. 0.14% of 360,000 active;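 note: potency is the fitted concentration of half-maximal effect; plate controls were vehicle for no effect and positive control for full effect; nearly all actives have a fitted effect of over 50% in size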
CCT modulator: changes cytosolic chaperonin activity. 0.3% of 360,000 active. activity change, % (test concentration not listed), hits read low. AID 651819. purified chaperonin ATPase assay, HTRF ADP detection, 30 min; in the data active = activity change below about -30%; note: % is set by controls: 0 for no effect and ±100 for the full control effect
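We incubate TRiC, 40 or 20 nM final, with library compounds at 76 uM and 10 uM ATP for 30 min at 37 °C. ADP formed is detected with Transcreener HTRF reagents after 30 min at room temperature.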
WRN helicase inh: inhibitors of human WRN helicase. Potency, µM (titrated, usually from 114 µM), inactives show at the highest dose activity change, negative = inhibition, actives largely listed as inhibitors. AID 651768. 0.46% of 360,000 active. WRN helicase unwinding, fluorescent forked duplex, kinetic; note: potency is the fitted concentration of half-maximal effect; % is set by controls: 0 for no effect and ±100 for the full control effect; nearly all actives have a fitted effect of over 55% in size
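Screening of the MLSMR collection measured strand separation of a quenched forked DNA duplex (100 nM) by 20 nM WRN with 2 mM ATP, all final. Compounds were preincubated with enzyme 15 min at room temperature.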
Mm-Cpn inhibitor: blocks the Methanococcus maripaludis chaperonin Mm-Cpn; Potency, µM (highest dose often 76.9 µM), inactives show at the top dose activity, negative = inhibition, usual class: inhibitors; 0.031% of 330,000 active; purified Mm-Cpn ATPase, ADP Transcreener TR-FRET; note: potency is the fitted concentration of half-maximal effect; % is set by controls: 0 for no effect and ±100 for the full control effect; nearly all actives have a fitted effect of over 80% in size
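Measured: ADP formation by purified Mm-CPN. Conditions: 25 nM protein, 10 uM ATP, Tris pH 7.4 with Mg2+, K+ and DTT, 37°C for 30 min. Detection: Transcreener HTRF after 30 min at room temperature.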
The depositor's hits bear a star; ? = inconclusive; / = no result given; [ ] = another dose, or the depositor's remark. Unless noted, calls come from the whole dose curve; as a rule, active = well fitted curve in the direction sought with a large enough effect; inconclusive = small, poorly fitted or top-dose-only effect, or another doubt; inactive = no such curve, though single readings can be large; an effect the other way counts as inactive or inconclusive. These rows are one share of the data. The share of hits here may be higher or lower than overall.

| mol | PI5P4K alpha inh | PLK1 PBD block | EPAC1 ag | EPAC2 antagonist | EPAC1 antagonist | CCT modulator | WRN helicase inh | Mm-Cpn inhibitor |
| --- | --- | --- | --- | --- | --- | --- | --- | --- |
| CCOc1ccc(-c2n[nH]c(C(=O)NN)c2C)cc1 | 1 | ? | -5% | -22% | -16% | 0.2 | 0% | 1% |
| OC(COc1ccc(Cl)c2ccccc12)CN1CCN(c2ccccn2)CC1 (centres undefined) | 20 | -8% | 18% | -16% | -1% | -1.9 | -2% | 0% |
| CN1CCN(C(=O)c2cc3c(n(-c4ccccc4)c2=O)CC(C)(C)CC3=O)CC1 | 2 | -5% | 1% | 3% | -11% | 2.0 | -6% | 0% |
| COc1ccc(CC(=O)NNC(=O)c2ccc(NC(C)=O)cc2)cc1 | 5 | -20% | -1% | 15% | -7% | 2.5 | -3% | 0% |
| Cc1ccc(O)c(CCc2ccc(O)cc2)n1 | -5 | -18% | 3% | 4% | 10% | -0.4 | -2% | 3% |
| Cc1onc(-c2c(F)cccc2Cl)c1C(=O)Nc1ccc(S(=O)(=O)N2CCOCC2)cc1 | 1 | -3% | 7% | -3% | -4% | -10 | -8% | -1% |
| Cc1cc(C)cc(NC(=O)CCC(=O)Nc2nnc(C(C)C)s2)c1 | -5 | -9% | -7% | -1% | 8% | -1.2 | -4% | 2% |
| O=C(NCCCNC1CCCCC1)c1ccc(/C=N/O)nc1 | 2 | -2% | 0% | 17% | -6% | 1.3 | -13% | 0% |
| O=C(CNC(=O)OCc1ccccc1)NC1CCCCCC1 | 10 | -8% | 5% | 7% | 7% | -1.1 | -2% | -5% |
| CC(C)c1cccc(-c2ccc3c(c2)S(=O)(=O)c2cccc(C(=O)NCc4ccccc4)c2C3=O)c1 | -2 | -14% | -5% | 1% | -19% | -3.4 | 5% | 1% |
| O=c1[nH]cnc2nc3n(c12)CCCCC3 | -9 | 3% | 3% | 10% | 5% | 0.2 | 4% | 0% |
| CCCN(C(=O)c1cc(S(=O)(=O)N(C)c2ccc(OCC)cc2)ccc1C)C1CCS(=O)(=O)C1 (centres undefined) | 1 | -15% | 4% | 1% | -17% | -1.0 | -19% | 1% |
| C#Cc1ccc([C@H]2C=C(C(=O)NCc3ccccc3)O[C@@H](OCC)[C@@H]2CCCO)cc1 | 4 | 5% | -19% | 25µM* | -27% | -68* | -15% | / |
| CCOc1ccc(C(=O)OCc2nnc(-c3cccs3)o2)cc1OC | 2 | -2% | 13% | -26% | -17% | -72* | -2% | -2% |
| COc1ccc(NC(=O)CCS(=O)(=O)c2ccc3c(c2)oc(=O)n3C)cc1OC | 5 | -8% | 10% | 1% | -3% | 0.1 | -5% | 1% |
| COc1ccccc1C(O)c1ncc(-c2ccc(Cl)cc2)[nH]1 (centres undefined) | 0 | -3% | 1% | 8% | 5% | 0.9 | -6% | / |
| O=C(Nc1cccn2ncnc12)c1ccccc1 | -1 | 1% | -7% | 6% | 3% | 0.3 | 10% | 3% |
| C=CC1=C2C=C(C3CC3)N(CCCN(CC)CC)C=C2C(=O)C(C)(OC(=O)c2ccco2)C1=O (centres undefined) | -5 | -11% | -16% | 7% | -3% | -0.1 | -2% | / |
| Cn1c(SCC(=O)Nc2ccc(N3CCOCC3)cc2)nnc1-c1ccco1 | 5 | -11% | -1% | 2% | -12% | -1.6 | 1% | 1% |
| CC=CC1OCC(CC)C(CCC)O1 (centres undefined) | 14 | 4% | 9% | -5% | -1% | -2.6 | -3% | / |

| mol | PI5P4K alpha inh | PLK1 PBD block | EPAC1 ag | EPAC2 antagonist | EPAC1 antagonist | CCT modulator | WRN helicase inh | Mm-Cpn inhibitor |
| --- | --- | --- | --- | --- | --- | --- | --- | --- |
| O=C1C2CCC(C(O)C2)N1Cc1ccccc1 (centres undefined) | -2 | 2% | 2% | 12% | 12% | -1.3 | 8% | -6% |
| Cc1ccccc1-c1nc(-c2cccnc2)no1 | 1 | 1% | 0% | -6% | 3% | -0.3 | 8% | 2% |
| COCCCNC(=O)c1cccn2c(=O)c3cc4ccccc4cc3nc12 | / | -23% | 9% | -12% | -12% | -13 | -12% | 1% |
| C#CCNc1nc(C)nc2c1nnn2Cc1ccccc1F | 0 | -3% | -11% | 16% | 4% | 1.9 | 9%[57.1 µM] | 0% |
| COc1ccc(C(=O)NCc2csc(-c3cccs3)n2)cc1 | 2 | -7% | 12% | 0% | -5% | -0.9 | -6% | -14% |
| O=C(O)c1ccc(Cl)c(NCc2cccnc2)c1 | -1 | -6% | 9% | -14% | 1% | -2.4 | 2%[57.1 µM] | 1% |
| Cc1c(Br)c(C(F)(F)F)nn1CC(=O)NCCCn1ccnc1 | 5 | -4% | 7% | 0% | 6% | 1.7 | 0% | -3% |
| CC1(NC(=O)N2CCOCC2)CCS(=O)(=O)C1 (centres undefined) | / | -5% | -2% | 20% | 13% | -1.4 | 1% | 1% |
| CCCCn1c(SCC(=O)N2CCCC2)nc2c1c(=O)n(C)c(=O)n2C | / | -8% | 1% | 5% | -4% | -2.9 | -9% | -1% |
| Cc1c([C@@H]2C[C@H]3CN(Cc4cccc(Cl)c4)C(=O)[C@]34CCCN24)cnn1C | 2 | 3% | 1% | 13% | 6% | 2.2 | 4% | -1% |
| Cc1cc(C)cc(NC(=O)C2(c3ccccc3)CC2(Cl)Cl)c1 (centres undefined) | 9 | -7% | 21% | -9% | -15% | -10 | -9% | -2% |
| COc1cccc(NC(=O)N2CCCC(C(=O)NCc3ccc(F)cc3)C2)c1 (centres undefined) | 6 | -3% | 0% | -8% | 0% | 0.0 | -5% | 3% |
| O=C(Nc1ccccc1-c1ccccc1)C(c1ccccc1)c1ccccc1 | -2 | -4% | -3% | 0% | 0% | -0.3 | -16% | 2% |
| O=C(Nc1cccc(F)c1)Nc1nnc([C@@H]2C[C@H](O)[C@@H](CO)O2)s1 | -2 | -9% | -12% | 6% | 2% | 1.6 | 4% | / |
| O=C(Nc1ccc(Nc2ccccc2)cc1)c1ccccc1F | 0 | -10% | -3% | -18% | -23% | 1.6 | -14% | -8% |
| Cc1ccc(N=Cc2c(O)n(C)c(=O)n(C)c2=O)nc1 | / | 1% | 1% | 7% | 17% | 1.8 | 0%[57.1 µM] | 1% |
| CC1CCN(C(=O)CC(NC(=O)c2ccccc2Cl)c2ccccc2)CC1 (centres undefined) | -3 | 4% | -29% | -1% | -5% | -0.5 | -9% | -2% |
| COc1ccc(N2CCN(C(C)C(=O)N3CCCC3)CC2)cc1 (centres undefined) | -24 | -6% | 7% | 7% | -4% | -1.0 | -29% | 1% |
| C[C@H](CO)N1C[C@H](C)[C@@H](CN(C)CC2CCCCC2)Oc2c(NS(=O)(=O)c3ccc(F)cc3)cccc2C1=O | 3 | -7% | 0% | -10% | -5% | -0.9 | 5% | -1% |
| O=c1[nH]ncc2c3ccccc3n(Cc3ccc(F)cc3)c12 | 0 | -12% | 0% | 6% | 4% | -6.2 | 10% | -3% |

Results in CCT modulator and EPAC1 ag, for three of the compounds above:
| Compound | CCT modulator | EPAC1 ag |
| --- | --- | --- |
| COc1cccc(NC(=O)N2CCCC(C(=O)NCc3ccc(F)cc3)C2)c1 (centres undefined) | 0.0 | 0% |
| O=C(Nc1ccccc1-c1ccccc1)C(c1ccccc1)c1ccccc1 | -0.3 | -3% |
| O=C(Nc1cccc(F)c1)Nc1nnc([C@@H]2C[C@H](O)[C@@H](CO)O2)s1 | 1.6 | -12% |

Fetched by compound from the list above:
| mol | PI5P4K alpha inh | PLK1 PBD block | EPAC1 ag | EPAC2 antagonist | EPAC1 antagonist | CCT modulator | WRN helicase inh | Mm-Cpn inhibitor |
| --- | --- | --- | --- | --- | --- | --- | --- | --- |
| O=C(Nc1cccc(F)c1)Nc1nnc([C@@H]2C[C@H](O)[C@@H](CO)O2)s1 | -2 | -9% | -12% | 6% | 2% | 1.6 | 4% | / |
| C#CCNc1nc(C)nc2c1nnn2Cc1ccccc1F | 0 | -3% | -11% | 16% | 4% | 1.9 | 9%[57.1 µM] | 0% |
| Cc1cc(C)cc(NC(=O)C2(c3ccccc3)CC2(Cl)Cl)c1 (centres undefined) | 9 | -7% | 21% | -9% | -15% | -10 | -9% | -2% |

Additional results:
Assay codes – A = PI5P4K alpha inh; B = PLK1 PBD block; C = EPAC1 ag; D = EPAC2 antagonist; E = EPAC1 antagonist; F = CCT modulator; G = WRN helicase inh; H = Mm-Cpn inhibitor
CCN(C(=O)c1c(C)cc(=O)oc1C)c1ccc2c(c1)OCO2
  A = 0 | B = -4% | C = 1% | D = 0% | E = 6% | F = 0.8 | G = 5% | H = -1%

COc1ccc(/C=N/NC(=O)c2cccs2)c2ccccc12
  A = -18 | B = -5% | C = 4% | D = -9% | E = -21% | F = -2.1 | G = ? | H = /

CC1(c2cccc(Br)c2)NC(=O)N(CC(=O)c2ccc3c(c2)OCO3)C1=O (centres undefined)
  A = -9 | B = -4% | C = 6% | D = 5% | E = -16% | F = -1.1 | G = -3% | H = /

COc1nc(NCCO)nc(Nc2ccccc2F)n1
  A = -21 | B = 27µM* | C = 6% | D = -4% | E = 2% | F = 1.3 | G = 3% | H = 2%

O=C(NNC1=Nc2cc([N+](=O)[O-])ccc2OC1)c1ccccc1Cl
  A = 4 | B = -14% | C = 13% | D = 3% | E = 7% | F = -0.4 | G = 7% | H = 0%

COc1ccc(NC(=O)CCc2c(C)nc3nc(C)nn3c2C)cc1
  A = -1 | B = -2% | C = -4% | D = 2% | E = 1% | F = -1.5 | G = 1% | H = 0%

CN1c2ccccc2C(=O)C(=C2SCCCS2)S1(=O)=O
  A = 7 | B = 1% | C = 5% | D = -19% | E = -9% | F = -1.5 | G = -6% | H = 1%

COc1ccc(C2C(C#N)=C(N)OC3=C2C(=O)CC(C)(C)C3)cc1Cn1cc([N+](=O)[O-])cn1 (centres undefined)
  A = -27 | B = -15% | C = 13% | D = -15% | E = -1% | F = -2.1 | G = 0% | H = -1%

COc1ccc2nc(SCC(=O)Nc3ccc4c(c3)OCCO4)[nH]c2c1
  A = 4 | B = -8% | C = -4% | D = 7% | E = -2% | F = 2.5 | G = -11% | H = -1%

COc1ccc(-c2nnc(SCC(=O)Nc3ccc(Cl)cc3)n2C)cc1
  A = / | B = 0% | C = 6% | D = -1% | E = 2% | F = -0.4 | G = -5% | H = 2%

CCCCN1CN=C(Nc2nc3ccccc3o2)NC1
  A = / | B = -1% | C = -1% | D = 12% | E = 5% | F = 1.2 | G = -3% | H = 2%

Cc1ccc(NC(=O)CSc2nnc(-c3ccco3)n2N)cc1F
  A = -2 | B = -12% | C = 4% | D = -15% | E = -7% | F = -3.0 | G = -3% | H = 0%

Screens as filed in PubChem.
